Compound activity: PubChem BioAssay, National Center for Advancing Translational Sciences (NCATS)
Lipid storage S3 – qHTS Assay for Lipid Storage Modulators in Drosophila S3 Cells | Drosophila S3 cells, BODIPY lipid droplet fluorescence, 18-24 h; cells fed with added oleic acid | lipid storage change, negative = inhibition, % at the top dose, mostly 46.1 µM; hits show Potency in µM | actives 0.64% (n = 320,000); active means well fitted inhibition curve with a large enough effect in the signal ratio, with a control signal flat, not every such curve was filed as active; inconclusive means small, poorly fitted or top-dose-only effect, or effect the other way, or a change in a side signal; the % refers to the signal ratio
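Laser-scanning cytometry quantifies lipid droplet accumulation (500–530 nm total intensity; droplet/cell object ratio) in oleic acid-fed (400 uM added) Drosophila S3 cells treated with a concentration series. 20 uM Triacsin C defined 100% inhibition.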
Lipid storage S3 cell count max – also measured in Lipid storage S3; calls as there; cell number change, %; measured here: cell count max response;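 cells counted by Cell Tracker Red CMTPX staining in the red channel; peak over a dose series mostly up to 46.1 µM; percent activity relative to internal control wells on each plate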
An asterisk follows results filed as active; i = inactive; ? = inconclusive; · = not tested or not shown; [ ] = dose if it differs, or a comment. On the % scale 0 is the no-effect control and ±100 the full control effect; potency means the concentration at half of the fitted maximal effect. An excerpt; count on the stated rates, not on these rows.

item	Structure	Lipid storage S3	Lipid storage S3 cell count max
1	O=C(NCc1ccco1)c1ccc(Cl)c(S(=O)(=O)N2CCc3ccccc32)c1	-1%	-1
2	Cc1cc(C)nc(NC(=O)CSc2ncccn2)n1	?	·
3	COc1ccc(NC(=S)N2CCN(C(=O)c3ccco3)CC2)cc1	?	·
4	CCN(CC(=O)Nc1c(F)cccc1F)C(=O)c1nc2nccc(C)n2n1	6%	-7
5	CCOC(=O)c1ccc(NCc2ccc(N(C)C)cc2)cc1	2%	3
6	Cc1ccc(NC(=O)c2cc(S(=O)(=O)N3CCOCC3)c(Br)s2)cc1	6%	-2
7	CC(C)=CC(=O)OCC(=O)Nc1nc(C)c(Cl)cc1Cl	?	·
8	Cc1nn(Cc2ccc([N+](=O)[O-])cc2)c(=O)n1-c1ccccc1	i	·
9	CCNS(=O)(=O)c1ccc(CCC(=O)NCc2ccccn2)cc1	?	·
10	Cc1cc(C(C)(C)C)oc1C(=O)N(CC(=O)NC1CCCC1)Cc1ccc(F)cc1	?	·
11	COc1ccc(CN=C(C#N)C2=C(O)c3ccccc3C2=O)cc1	11%	13
12	O=C(CCC(=O)N/N=C/c1ccco1)N/N=C/c1ccco1	-5%	19
13	Cc1ccc(C2CCN(C(=S)NC(C)(C)C)C2)cc1 (stereo unspecified)	-9%	-17
14	CC1CC(=O)N(CC(=O)Nc2ccc(Br)cc2)c2ccccc2S1(=O)=O (stereo unspecified)	?	·
15	c1ccc(-c2nc(CSc3nnnn3-c3ccccc3)cs2)cc1	2%	-21
16	O=C1CCN(S(=O)(=O)c2ccccc2)N1	?	·
17	CC(=O)N1c2c(cc(Br)cc2S(=O)(=O)NCc2ccc(C)cc2)CC1C (stereo unspecified)	?	·
18	CCN(C(=O)COC(=O)c1cccc(S(=O)(=O)N2CCOCC2)c1)C1CCS(=O)(=O)C1 (stereo unspecified)	-4%	1
19	Cc1ccc(-c2c(C)sc(NC(=O)C3C4CCC(O4)C3C(=O)O)c2C(=O)OC(C)C)cc1 (stereo unspecified)	?	·
20	Clc1ccc(-n2c(SC/C=C/c3ccccc3)nnc2-c2cccnc2)cc1	?	·
21	CCN(CC)C(=O)Oc1ccc(Br)c2ccccc12	?	·
22	Cc1ccc(NNC(=O)C2CCC2)cc1C	0%	9
23	c1cncc(-c2ccc3ncnc(NCc4ccc5c(c4)OCO5)c3c2)c1	?	·
24	NC(N)=NS(=O)(=O)c1ccc(NC(=S)NC(=O)c2ccc(Br)cc2)cc1	?	·
25	N#Cc1ccc(C(=O)Nc2cc(S(=O)(=O)Nc3ccc(Cl)cc3)ccc2N2CCCCC2)cc1	-24%	-4
26	CCc1ccc(N(CC(=O)NC2CCCC2)C(=O)CCC(=O)Nc2ccccn2)cc1	?	·
27	COCc1cc(=O)[nH]c(-c2ccccc2OC(F)(F)F)n1	2%	13
28	O=C(NCC1CCCO1)c1cccs1 (stereo unspecified)	?	·
29	CC(C)CC(=O)NC(=S)Nc1ccc(NC(=O)c2cccs2)cc1	i	·
30	Cc1ccsc1C1CC(=O)OC2=C1C(=O)CC(C)(C)C2 (stereo unspecified)	?	·
31	CC(C)NC(=O)CCNC(=O)c1ccc(F)cc1	21%	-3
32	O=S(=O)(ON(c1ccccc1)S(=O)(=O)c1ccccc1)c1ccccc1	?	·
33	COc1ccc(Nc2nc(N)nc(CN3CCN(c4ccccn4)CC3)n2)cc1	?	·
34	Cc1ccnc(NC(=O)c2ccc(Cl)c(S(=O)(=O)N3CCCCC3)c2)c1	?	·
35	Nc1nc2ccc(N3CCOCC3)cc2s1	?	·
36	Cc1cc(C)c2c(=O)n(CC(=O)Nc3ccc(Cl)cc3)sc2n1	?	·
37	Cc1ccc(NC(=O)N2CCOCC2)c(C)c1	i	·
38	O=C(NC1CCCCCCC1)c1c(O)c2ccccc2[nH]c1=O	i	·
39	CC(C)C(=O)Nc1ccc(NC(=S)NC(=O)c2cc3ccccc3o2)cc1	1%	·
40	N#Cc1ccc(S(=O)(=O)N2CCc3[nH]c4ccc(F)cc4c3C2)cc1	5%	15
41	COc1ccccc1N1CCN(C(=O)CCc2nnc3ccc(N4CCC(C)CC4)nn23)CC1	i	5
42	O=C1C2CCCN2C(=O)N1CCCCN1CCN(CCO)CC1 (stereo unspecified)	?	·
43	CCOC(=O)CSC(C)C(=O)Nc1nnc(C(C)C)s1 (stereo unspecified)	7%	4
44	Cc1cc(/C=N/n2c(COc3ccccc3C)nc3ccccc3c2=O)c(O)c([N+](=O)[O-])c1	4%	2
45	O=c1c2cn[nH]c2[nH]c(=S)n1-c1ccccc1F	?	·
46	Cc1noc(C)c1COC(=O)c1ccccc1NC(=O)c1ccco1	?	·
47	COc1ccc(NC(=O)CC2SC(=NCc3ccccc3OC)NC2=O)cc1 (stereo unspecified)	?	·
48	COc1ccc(C(=O)NNS(=O)(=O)c2ccc(C)cc2)cc1	11%	21
49	CCN(CC)c1ccc(C=Nc2ccc(C)cc2C)c(O)c1	2%	-1
50	COc1ccc(S(=O)(=O)NN(C)c2ncc(C(F)(F)F)cc2Cl)cc1	?	·
51	CCCCNC(=S)NNC(=O)c1sccc1C	-29%	-26
52	CCc1ccccc1NC(=O)C1COc2ccccc2O1 (stereo unspecified)	17%	3
53	CC(=O)c1c(N2CCCCC2)nc(=S)n(-c2ccccc2)c1C	?	·
54	COc1cccc(-c2nc(CS(=O)(=O)CC(=O)NCCc3cc(OC)ccc3OC)c(C)o2)c1	i	12
55	O=C(Nc1cccc(F)c1)C1CCCN(S(=O)(=O)c2cccc3cccnc23)C1 (stereo unspecified)	?	·
56	Oc1ccc2cc(Br)ccc2c1CN1CCCC1	?	·
57	CCNC(=O)C1=C(O)c2sccc2N(C)S1(=O)=O	?	·
58	Cc1ccccc1NC(=S)N(Cc1ccco1)C(C)c1cccs1 (stereo unspecified)	6%	·
59	COc1ccc(CNC(=O)CC2(CC(=O)O)CCCCC2)cc1	-10%	-16
60	CSc1nnc2n(-c3ccc(C)cc3)c(=O)c3c4c(sc3n12)COC(C(C)C)C4 (stereo unspecified)	?	·

Structural class, those above containing a COOH group.
item	Structure	Lipid storage S3	Lipid storage S3 cell count max
19	Cc1ccc(-c2c(C)sc(NC(=O)C3C4CCC(O4)C3C(=O)O)c2C(=O)OC(C)C)cc1 (stereo unspecified)	?	·
59	COc1ccc(CNC(=O)CC2(CC(=O)O)CCCCC2)cc1	-10%	-16

(next part)
item	Structure	Lipid storage S3	Lipid storage S3 cell count max
61	Cc1cccc2sc(NNC(=O)c3cc(=O)c4ccccc4o3)nc12	?	·
62	COc1ccc(Nc2ncnc3sc(-c4ccccc4)cc23)cc1OC	?	·
63	COc1ccc(CCNC(=O)C2(c3ccccc3)CC2)cc1	?	·
64	O=C(Nc1ccc(NC(=O)c2ccccc2F)cc1)c1cccs1	?	·
65	Cc1ccnc(Sc2ccc([N+](=O)[O-])cn2)n1	1%	1
66	C/C(=N\NC(=O)C1CC1)c1ccc(C(C)(C)C)cc1	10%	-12
67	CCN(C(=O)CN1C(=O)c2ccc([N+](=O)[O-])cc2C1=O)C1CCCCC1	?	·
68	COc1ccc(OC)c(NC(=O)Cn2c(-c3ccc(Cl)cc3)noc2=O)c1	?	·
69	COc1cc2nc(N(CCCN(C)C)C(=O)c3ccc(C(=O)c4ccccc4)cc3)sc2cc1OC	?	·
70	CC(=O)c1c(C)[nH]c(C(=O)Nc2ccccc2Cl)c1C	?	·
71	CCOC(=O)/C(=N/Nc1ccccc1)Sc1nnc(CCc2ccccc2)n1-c1ccccc1	?	·
72	Cc1nc(C(=O)Nc2ccc(F)cc2)nn1-c1ccc([N+](=O)[O-])cc1	0%	·
73	CCn1c(Cc2ccccc2)nnc1SCC(=O)N1CCCCC1	-11%	-12
74	C#CCSc1nnc(-c2ccc(OC)cc2)o1	?	·
75	Cc1ccc2c(c1)NC(=O)c1cccc([N+](=O)[O-])c1CO2	-18%	1
76	Cc1c(C(=O)N2CCCC2)c(S(=O)(=O)NCC(C)c2ccccc2)c(C)n1C (stereo unspecified)	i	-21
77	CCOC(=O)N1CCN(C(=O)Cn2c(C)cc3ccccc3c2=O)CC1	?	·
78	CCCOC(=O)c1ccc(NC(=O)c2ccccc2OC)cc1	-3%	-1
79	CC1(C)CC(NS(=O)(=O)c2cccc3ccccc23)CC(C)(C)N1	?	·
80	CCCCCCCCS(=O)c1sc2nc(C)cc(C)c2c1N (stereo unspecified)	?	·
81	NC(=O)c1cccnc1Oc1ccc(Cl)cc1Cl	-2%	4
82	O=C(CNC(=O)C1CCCC1)Nc1ccccc1Br	-7%	-7
83	COc1ccc(NC(=O)C(c2ccc(C)cc2)N(C)C(=O)Cc2cccs2)cc1 (stereo unspecified)	0%	1
84	COc1ccc(OC)c(S(=O)(=O)n2cnc3cc(C)c(C)cc32)c1	?	·
85	CCOC(=O)c1cccc(NC(=S)N2CCN(c3ncc4c(=O)c(C(=O)O)cn(CC)c4n3)CC2)c1	?	·
86	CCCSc1nnc(CN2CCOCC2)n1C	?	·
87	CC1(C)OC(=O)C=C(CC2NS(=O)(=O)OC3CCCCC23)O1 (stereo unspecified)	?	·
88	Cc1ccc(NC(=O)c2cccc3c2C(=O)N(C2CCCCC2)C3)cc1	13%	4
89	O=C1CC(c2ccc(F)cc2)C(n2cncn2)C(O)=C1C1NCCc2ccccc21 (stereo unspecified)	?	·
90	O=C1CCCCC1C(Nc1ccc(Br)cc1)c1ccccc1 (stereo unspecified)	i	20
91	CC1(C)Nc2ccccc2C(=O)N1c1ccccc1	?	·
92	Cc1cc(-c2csc(NC(=O)c3cc4ccccc4o3)n2)c(C)n1C	0%	-4
93	O=C(OCCN=C1NS(=O)(=O)c2ccccc21)c1cccc([N+](=O)[O-])c1	i	9
94	COc1ccc(CCn2c(-c3ccc(F)cc3)nc3c(c(=O)c4ccccc4n3C)c2=O)cc1OC	?	·
95	Cc1cc(OC(C)C(=O)NCc2ccncc2)c2c(C)cc(=O)oc2c1 (stereo unspecified)	i	15
96	CN1CCN(C(=O)C2=C[C@@H](c3ccccc3)C[C@@H](OCc3ccc(CO)cc3)O2)CC1	3%	12
97	CCCCN(C(=O)c1cc(Cl)nc2ccccc12)c1c(N)n(CCCC)c(=O)[nH]c1=O	?	·
98	CSc1nc2ccc(NC(=O)c3ccc(Cl)s3)cc2s1	-11%	-8
99	COc1cc(C(=O)NNC(=O)c2ccc(F)cc2)ccc1OCC(=O)N1CCOCC1	?	·
100	Cc1cc2n(c(=O)c1C#N)CCCN2c1cccc(Cl)c1	0%	-17

Screen by screen, as entered above.
Lipid storage S3, entries 85–94 → ?, ?, ?, 13%, ?, i, ?, 0%, i, ?

(continued)
item	Structure	Lipid storage S3	Lipid storage S3 cell count max
101	Cc1ccnc(NC(=O)c2ccc(N3C(=O)CCC3=O)cc2)c1	-8%	-3
102	Cc1cc(=O)n(CCc2ccccc2)c(O)c1C#N	2%	11
103	Cc1ccc2cc(CCNC(=O)c3ccc4c(c3)OCO4)c(=O)[nH]c2c1	?	·
104	CCOC(=O)c1ccc(-n2ccnc2)c(NC(=O)c2ccc(Cl)cc2)c1	?	·
105	O=C(NCc1ccc(F)cc1)c1cnn2ccccc12	?	·
106	Cn1c(SCC(=O)Nc2ccc3c(c2)OCCO3)nnc1-c1ccncc1	i	18
107	COC(=O)/C(=C\C=C\c1ccccc1)NC(=O)c1ccccc1	?	·
108	COc1ccc(CNC(=O)Cn2cc3c(n2)CCCCC3)cc1	?	·
109	Cn1c(SCC(=O)NCc2ccc(F)cc2)nc2c([nH]c3ccccc32)c1=O	17%[9.22 µM]	·
110	Cc1nc(NC(=O)CN2CCN(c3ccccc3F)CC2)sc1C(=O)N(C)C	i	12
111	CC(=O)Nc1ccc(NCN2C(=O)C3C4CCC(C4)C3C2=O)cc1 (stereo unspecified)	21%	-2
112	Cc1c(C)c2ccc(O[C@@H]3O[C@H](CO)[C@H](O)[C@H](O)[C@H]3O)c(C)c2oc1=O	?	·
113	O=C(NC1CC1)C1CCN(C2CCN(C(=O)/C=C/c3cccc(F)c3F)CC2)CC1	?	·
114	CCn1c(SCC(=O)N/N=C/c2ccccc2OCC(=O)O)nnc1-c1ccccc1	0%	6
115	Cc1cc2nc(-c3ccc(SCC(=O)NC(C)C)nc3)[nH]c2cc1C	?	·
116	Cc1ccc(-n2nc3c(=O)n(CCCC(=O)NCCc4ccccc4)nc(C)c3c2C)cc1	?	·
117	Cc1cc2[nH]c(=O)c(=O)[nH]c2cc1S(=O)(=O)N1CCN(c2ccccc2F)CC1	i	-14
118	CN(CC(=O)N1CCOCC1)S(=O)(=O)c1cc(Cl)ccc1Cl	?	·
119	S=C(NNc1cccc(Cl)c1)NC1CCCCC1	?	·
120	CC(C)(C)c1ccc(OCCC(=O)Nc2cccc(S(=O)(=O)NC3=NCCCCC3)c2)cc1	i	-25
121	CC1=CC(=C2N=C(c3ccccc3)OC2=O)C=C(C)O1	?	·
122	O=C(CN1CCOCC1)Nc1ccc(S(=O)(=O)N2CCCCCC2)cc1	?	·

Copied from above: nos. 118–120
item	Structure	Lipid storage S3	Lipid storage S3 cell count max
118	CN(CC(=O)N1CCOCC1)S(=O)(=O)c1cc(Cl)ccc1Cl	?	·
119	S=C(NNc1cccc(Cl)c1)NC1CCCCC1	?	·
120	CC(C)(C)c1ccc(OCCC(=O)Nc2cccc(S(=O)(=O)NC3=NCCCCC3)c2)cc1	i	-25
